# Rad51 HR inh = Rad51 (human) homologous recombination inhibition; Q06609; hRad51 DNA strand exchange, fluorescence dequenching; inhibition, % at 10 µM; 200,000 compounds, 0.085% hits;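 active means inhibition above 40% at the single screening dose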;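 further: 0% = DMSO control wells and 100% = blanks with heterologous ssDNA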
#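 Material: human Rad51–ssDNA filaments; Probe or stimulus: labelled 47-mer dsDNA for strand exchange; Doses: single 10 µM dose; Incubation: 37 °C 15-min filament assembly, 30-min compound preincubation, 15-min exchange; Technique: FRET fluorescence dequenching, excitation 485 nm, emission 520 nm; Measure: Fluorescence-based percent inhibition, control- and blank-normalised; Benchmarks: plate control and blank wells.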
# MDM2 E3 inh = blocks human Mdm2 ubiquitin ligase activity; Q00987; cell-based MDM2 ubiquitination luciferase reporter, 2 h; 0 = plate control, 100 = twice control, blank-subtracted; signal enhancement, % at 5 µM; 210,000 compounds, 0.11% hits;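 active means signal enhancement of 30% or more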;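 further: luminescence tracks abundance of the self-degrading MDM2-luciferase fusion protein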
#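 Timing – 2 h compound exposure at 37 °C · Assay system – mammalian cells stably expressing self-ubiquitinating, self-degrading MDM2 E3–luciferase fusion · Amount – 2000 cells seeded into each well · Measure – % luminescence enhancement versus blank-corrected plate control mean · Measured by – SteadyLite luminescence, 15 min reagent step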
# EBV gp42 inh = inhibitors of Epstein-Barr virus glycoprotein 42; Q1HVG2; Fluorescence polarization binding assay, mP read-out; inhibition, % (tested at 21.74 µM); 220,000 compounds, 0.42% hits; AID 1085; in the data active means inhibition above about 50%
# Cl transport mod = KCC2 (human) Cl- transport modulation | Q9H2X9 | KCC2 cells, thallium flux FluoZin-2 fluorescence | B-score of Tl+ flux slope (higher = more flux/activation; lower = inhibition) at 10 µM | 190,000 compounds, 2.2% hits | AID 1456;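 active means thallium flux slope and its plate-corrected score both differing from the plate sample mean at a set confidence after two filtering rounds, in either direction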;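 further: slope of fluorescence scaled to starting intensity during 10 to 20 s after thallium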
# eIF4E-4G inh = eIF4E/eIF4G interaction inhibition in translation initiation. P63073+Q04637. TR-FRET eIF4E-eIF4GI(517-606) binding, 2 h. inhibition, % at 21.7 µM. 220,000 compounds, 0.37% hits;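 active means inhibition above about 30%, limit read from the data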;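 further: 0% = full FRET control wells and 100% = background wells lacking eIF4GI fragment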
# Calpain2 inh = calpain II (pig) inhibition | purified calpain II, fluorogenic peptide substrate, 30 min | inhibition, % at 16 µM | 220,000 compounds, 0.37% hits | AID 1236;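 active means inhibition above about 50%, limit read from the data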
# TNF necrop inh = blocks TNF-alpha induced death of Jurkat FADD-/- cells. 220,000 compounds, 0.068% hits. Jurkat FADD-/- TNF necroptosis rescue, ATP luminescence, 24 h; 0 = TNF only, 100 = no-TNF cells. activation (protection from cell death), % at 10 µM;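 active means activation, meaning protection from cell death, of at least 50% relative to plate controls; inactive means activation below 50%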;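 further: necroptosis triggered by 40 ng/mL TNF-alpha added together with compound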
# zVAD death inh = L929 zVAD cell death inhibition; 220,000 compounds, 0.38% hits; AID 1377; viability rescue, % at 10 µM; L929 zVAD necroptosis rescue, ATP luminescence, 24 h; with zVAD 60 µM;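 active means activation, scaled between plate controls, above about 75%, limit read from the data; inactive means activation under that limit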;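 further: 0% = zVAD with DMSO and 100% = DMSO alone without zVAD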
# PERK inhibitor = blocks human PERK kinase | CHO PERK-DD fusion, SEAP luminescence translation reporter | inhibition, % at 5.6 µM | 220,000 compounds, 0.17% hits | AID 1416;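 active means inhibition above the mean inhibition of all tested compounds plus 3 SD, set separately per screening campaign, cut at about 2.9% in these data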;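 further: PERK kinase domain activated by AP20187 dimerizer at 100 nM; 0% = DMSO with dimerizer and 100% = rapamycin at 8.4 µM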
# * = called active by the depositor; i = inactive; x = not tested or not shown; [ ] = dose if it differs, or a comment.
SMILES,Rad51 HR inh,MDM2 E3 inh,EBV gp42 inh,Cl transport mod,eIF4E-4G inh,Calpain2 inh,TNF necrop inh,zVAD death inh,PERK inhibitor
O=C(c1cccs1)N(Cc1cc2ccccc2[nH]c1=O)c1ccccc1,x,1,-12,0.16,2,23,-0.3,0.2,-1.5
O=C(NCC(=O)N(c1cccnc1)C(C(=O)NC1CCCC1)c1cccs1)c1ccco1 (stereo unspecified),x,4,-7,0.36,4,10,0.3,-0.6,-0.3
Cc1cccc(CN2CCN(C(=O)CCc3nnc(C4CCCCC4)o3)CC2)c1,-3,-10,-14,x,5,-6,1.2,-0.8,0.0
O=C1/C(=C/c2cccnc2)SC(=S)N1N1CCOCC1,3,x,-1,-0.11,-3,25,2.8,1.2,0.2
Fc1ccc(C2C3=C(Nc4ncnn42)c2ccccc2OC3c2ccncc2)cc1 (stereo unspecified),0,0,-1,x,6,-61,0.2,-0.2,-2.4
CC(C)(C)NC(=O)c1ccc(Sc2ccccc2)c([N+](=O)[O-])c1,9,-7,-5,x,-1,54*,-1.0,0.4,1.3
Cc1ccc2cc(CCNC(=O)c3ccco3)c(=O)[nH]c2c1,5,-11,-9,0.0022,2[fluorescence artefact?],19,-2.1,0.2,-0.1
CCCCn1c(=O)c(CCC(=O)O)nc2ccccc21,-45,-4,-3,-0.64,11,-49,0.7,0.3,0.5
O=C(CSCc1ccccc1Cl)NNC(=S)Nc1ccccc1,-7,-25,0,x,9,33,-2.1,-0.1,0.7
Cc1cc(C)c2c(NC(=S)Nc3ccccc3)n[nH]c2n1,x,-12,2,0.76,0,14,0.7,-0.1,-0.7
CCc1cc2c(=O)c(-c3ccc4c(c3)OCCO4)c(C)oc2cc1OS(C)(=O)=O,-3,-11,-18,-0.96,2[fluorescence artefact?],7,2.3,1.0,0.1
CNC(=O)CSc1nnc(-c2cccnc2)n1CCc1ccccc1,x,-14,-22,x,-7,13,-0.3,0.8,1.4

# Molecules above containing a halogen (2):
SMILES,Rad51 HR inh,MDM2 E3 inh,EBV gp42 inh,Cl transport mod,eIF4E-4G inh,Calpain2 inh,TNF necrop inh,zVAD death inh,PERK inhibitor
Fc1ccc(C2C3=C(Nc4ncnn42)c2ccccc2OC3c2ccncc2)cc1 (stereo unspecified),0,0,-1,x,6,-61,0.2,-0.2,-2.4
O=C(CSCc1ccccc1Cl)NNC(=S)Nc1ccccc1,-7,-25,0,x,9,33,-2.1,-0.1,0.7

# (list continues)
SMILES,Rad51 HR inh,MDM2 E3 inh,EBV gp42 inh,Cl transport mod,eIF4E-4G inh,Calpain2 inh,TNF necrop inh,zVAD death inh,PERK inhibitor
COc1ccc(NC(=O)C(Cl)=C(Cl)Cl)cn1,-11,5,-1,-0.59,2,14,1.0,-1.2,0.5
Nc1nc(CSc2nc3ccccc3[nH]2)cs1,x,-2,-7,x,-4[fluorescence artefact?],-11,-2.0,1.9,1.3
CCOC(=O)C1(c2csc(N)n2)COC(=O)C1 (stereo unspecified),-5,-1,-12,-0.061,-5,7,0.0,1.1,-0.5
CCCOc1ccc(N2C(=O)CC(N3CCCC(C(=O)N4CCCC4)C3)C2=O)cc1 (stereo unspecified),-5,-6,7,0.48,-6[fluorescence artefact?],-17,-0.7,-0.6,-0.2
O=C1C=C(O)CC(c2ccco2)C1 (stereo unspecified),-2,9,-9,-0.59,7,-23,-0.7,-0.1,1.3
COc1cc2[nH]c(=O)n(Cc3ccc(C(=O)NC4CCCC4)cc3)c(=O)c2cc1OC,-5,-4,-9,0,-2,0,-5.3,0.4,-0.7
CCc1ccc2nc(N)sc2c1,2,-9,-14,-1.1,-2,2,-1.3,3.4,0.0
O=C(CCNS(=O)(=O)c1cccc2nsnc12)N1CCN(c2ccccn2)CC1,10,-6,-16,x,6,2,0.2,-0.6,-0.7
Cc1ccccc1NC(=S)Nc1ccc2[nH]c(=O)[nH]c2c1,16,-7,-13,0.17,-2,-13,-0.5,0.5,1.1
O=C(O)C1CCCN1c1nc(C(F)(F)F)nc2ccccc12 (stereo unspecified),x,x,5,-0.088,1,26,-0.8,-0.8,1.1
COc1ccc(OC)c(-n2c(-c3ccccc3)n[nH]c2=S)c1,2,-22,-4,0.069,-1,-44,0.0,0.0,0.3
CC(C)C(=O)N1CCC2(CC1)Oc1ccc(Cl)cc1C(=O)C21CC(c2ccc(Cl)cc2)=NO1 (stereo unspecified),12,13,4,0.37,-8,-61,4.6,0.8,x
COc1cccc(C(=O)CN2C(=O)C(C)(C)Oc3ccc(C(=O)N4CCCCCC4)cc32)c1,0,1,-6,0.43,-2,22,1.1,-0.5,-1.8
Cc1cc(NC(=O)c2cccc(Oc3ccccc3)c2)n[nH]1,5,-25,5,-0.86,-2,-18,13,78*,0.6
CCC(Nc1nc(-c2ccccc2)nc2ccccc12)C(=O)O (stereo unspecified),10,-5,-10,0.58,0,23,-0.2,-0.1,0.6
O=C(/C=C/c1ccccc1)NCC(=O)N/N=C/c1ccccc1[N+](=O)[O-],1,5,6,x,-3,27,-0.1,3.2,-0.5
O=C(O)COc1ccc2c3c(c(=O)oc2c1)CCC3,2,-14,-8,0.57,-2,-107,-1.3,0.0,0.9
COc1ccc(C(=O)N(C)Cc2ccccc2)cc1Br,-3,-13,-8,-1,-2,-4,2.6,0.4,0.2
O=c1cc(N2CCN(c3ccc(F)cc3)CC2)[nH]c(=O)n1Cc1ccc(F)cc1,-10,-15,2,x,-1[fluorescence artefact?],-32,0.5,1.9,-0.1
Cc1cc(C)nc(NC(=O)Cc2ccc(Br)cc2)n1,36,-9,2,-0.24,3,26,1.2,-0.2,0.3
NC(=O)c1ccc(-c2ncc(-c3ccccc3)o2)cc1,-2,-34,-16,0.45,-1,i,-5.3,79*,0.9
COc1ccccc1OCC(=O)NCc1cccs1,3,-5,-12,x,4,-2,0.0,-0.1,2.9
CCCCc1nc(SCC(=O)Nc2ncccn2)n[nH]1,x,-20,-11,1.3,1[fluorescence artefact?],-19,-1.8,-0.5,1.7
CCn1c(SCC(=O)NCc2cccs2)nnc1-c1ccco1,2,-4,-3,1.2,1,-11,0.4,1.7,0.2
CCN1CCN(C(=O)CS(=O)Cc2nc(-c3ccc(OC)cc3)oc2C)CC1 (stereo unspecified),-4,5,-10,0.7,1[fluorescence artefact?],-23,0.0,1.8,0.9
COc1ccccc1C(c1nnnn1C(C)(C)C)N1CCN(Cc2ccncc2)CC1 (stereo unspecified),-9,-15,10,x,2,-15,0.2,0.2,-1.1
COc1ccc(S(=O)(=O)Cc2ccc(C(=O)NCc3cccs3)o2)cc1,0,1,-10,-0.82,4[fluorescence artefact?],-10,1.4,2.3,1.3
N#Cc1c2n(c(=O)[nH]c1=O)CCCCC2,4,-25,-5,0.31,4[fluorescence artefact?],-9,-0.7,-0.2,1.6
C[C@@H]1CC[C@@]2(O[C@H](CCO)C[C@H](O)[C@H]2O)O1,-1,x,-12,2,0,5,0.8,-0.1,2.0
COc1ccc(-c2nnn(CC(=O)N(CC(=O)NC3CCCC3)Cc3cccs3)n2)cc1OC,-17,-24,-16,x,1,-5,-4.4,-0.2,-0.7
Cc1ccc(C(=O)C(C)[n+]2cccc(C(N)=O)c2)cc1 (stereo unspecified),13,-10,4,0.65,-5,-29,0.9,0.9,0.1
CC1(C)CC(=O)NC=C(c2ccccc2)C1,-9,6,-24,-0.025,6,-23,1.6,2.9,0.7
Cc1ccc(C(=O)c2oc3nc(C)cc(C)c3c2N)cc1,-32,-82,10,-0.0096,-3,-129,-0.3,0.7,-0.7
CCN(CC)CCN1C(=O)C(=O)/C(=C(/O)c2c(C)[nH]c(C(=O)OC)c2C)C1c1cccnc1 (stereo unspecified),-10,-8,-8,x,0,11,1.0,0.1,1.2
Cc1ccc(OCC(=O)N2c3ccccc3NC(=O)C2(C)C)c([N+](=O)[O-])n1,-2,5,-9,0.26,-3,-16,1.9,1.1,0.4
O=C(c1ccccc1)c1cccn1CC(=O)N1CCCCCC1,1,-4,-21,-0.14,1,1,-0.1,0.6,-0.2

# Calpain2 inh: entries above that show a hit.
smiles	EBV gp42 inh	Cl transport mod	eIF4E-4G inh	Calpain2 inh	PERK inhibitor
CC(C)(C)NC(=O)c1ccc(Sc2ccccc2)c([N+](=O)[O-])c1	-5	x	-1	54*	1.3

# 6 entries drawn at random from those above:
SMILES,Rad51 HR inh,MDM2 E3 inh,EBV gp42 inh,Cl transport mod,eIF4E-4G inh,Calpain2 inh,TNF necrop inh,zVAD death inh,PERK inhibitor
Cc1ccc(C(=O)C(C)[n+]2cccc(C(N)=O)c2)cc1 (stereo unspecified),13,-10,4,0.65,-5,-29,0.9,0.9,0.1
COc1ccc(S(=O)(=O)Cc2ccc(C(=O)NCc3cccs3)o2)cc1,0,1,-10,-0.82,4[fluorescence artefact?],-10,1.4,2.3,1.3
CC1(C)CC(=O)NC=C(c2ccccc2)C1,-9,6,-24,-0.025,6,-23,1.6,2.9,0.7
CCN1CCN(C(=O)CS(=O)Cc2nc(-c3ccc(OC)cc3)oc2C)CC1 (stereo unspecified),-4,5,-10,0.7,1[fluorescence artefact?],-23,0.0,1.8,0.9
N#Cc1c2n(c(=O)[nH]c1=O)CCCCC2,4,-25,-5,0.31,4[fluorescence artefact?],-9,-0.7,-0.2,1.6
COc1ccccc1C(c1nnnn1C(C)(C)C)N1CCN(Cc2ccncc2)CC1 (stereo unspecified),-9,-15,10,x,2,-15,0.2,0.2,-1.1

# (list continues)
SMILES,Rad51 HR inh,MDM2 E3 inh,EBV gp42 inh,Cl transport mod,eIF4E-4G inh,Calpain2 inh,TNF necrop inh,zVAD death inh,PERK inhibitor
CCOc1ccc(N(C(C)C(=O)NCc2ccco2)S(C)(=O)=O)cc1 (stereo unspecified),x,-8,-9,0.031,3,-65,-0.6,0.2,0.3
O=C(c1ccc(Cl)c([N+](=O)[O-])c1)N(Cc1ccc(F)cc1)C1CCS(=O)(=O)C1 (stereo unspecified),x,3,-1,-0.7,3,-6,-2.7,0.0,0.3
COCCCNC(=O)Cn1c(=O)n(CC(=O)NCCc2ccc(OC)c(OC)c2)c(=O)c2sccc21,0,-30,-12,0.76,1,-20,0.0,-1.7,1.2
Cc1cc(C)cc(NC(=O)N2CCC(C(=O)c3ccc(F)cc3)CC2)c1,9,-39,1,-2.4,1,10,3.1,0.4,-1.0
Cc1ccc(NC(=O)CCc2ccc(S(=O)(=O)NC3CCCCC3)cc2)cc1,0,1,-16,-0.46,8,-1,-0.9,0.1,0.0
Cc1nn(-c2ccccc2)c2sc(C(=O)NNC(=O)COc3ccccc3)cc12,0,-11,4,-0.44,3,-1,-1.7,-0.2,-1.3
C/C(N)=C(\C#N)C(=O)NCCc1ccccn1,2,-21,-22,0.5,5[fluorescence artefact?],-11,0.5,0.1,0.0
Nc1ccc2nc[nH]c2c1,-10,-10,-5,1.4,1,24,0.2,-0.2,0.0
CCn1c(SCc2cccc(C(F)(F)F)c2)nnc1-c1ccco1,-1,-16,-17,-1.8,3,12,-1.2,0.0,0.0
COc1ccccc1NS(=O)(=O)c1cccs1,-4,-12,-11,0.61,-4,23,-0.2,0.4,0.1
S=c1[nH]c(-c2ccccc2)cn1/N=C/c1ccccc1Br,7,-5,0,46*,-1,-20,-3.3,-0.8,-0.5
Cc1ccc(C)c(S(=O)(=O)N2CCN(CC(=O)Nc3ccc([N+](=O)[O-])cc3)CC2)c1,-2,-2,18,-0.28,1,7,4.9,2.6,-1.1

# High-throughput results as filed in PubChem.
